Assay outcomes as filed in PubChem.
IAP activation = mouse intestinal phosphatase enzyme activation – biochemical, luminescence, single concentration, confirmation (AID 434970); hit rate 2.9% among 11,000; purified mouse IAP, CDP-Star luminescence, 30 min; hits give low values; activity change, negative = activation, % at 10 µM; in the data active = activity change below about -85%;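 also: percent relative to enzyme plus DMSO wells and wells without enzyme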
IAP activation Fold change = second read-out of IAP activation, no call of its own (marks repeat the call); activation factor; measured here: IAP activation factor; hits give high values;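 fold luminescence change scaled to plate control wells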
* hit, by the source's call.

SMILES | IAP activation | IAP activation Fold change
Fc1ccc(Cn2nnc(-c3ccc(CN4CCOCC4)cc3)n2)cc1 | -3 | 1
CC1=C(C(N)=O)C(c2ccc3c(c2)OCO3)n2nc(-c3cccc(C)c3)nc2N1 (configuration not stated) | 3 | 0.97
COC(=O)[C@@]1(C)[C@H]2C(=O)N(C)C(=O)[C@H]2[C@H]2CN=C(SCc3ccccc3)N21 | -9 | 1.1
CC(CNC(=O)CC(C)(C)C)NC(=O)CC(C)(C)C (configuration not stated) | -12 | 1.1
COc1ccc(OC)c(Nc2nc(-c3sc(C)nc3C)cs2)c1 | 0 | 1
O=C(CN1CCN(c2ccc(Cl)cc2)CC1)N1CCCC1 | 5 | 0.95
Cc1c(C(=O)O)oc2c1C(O)CC(C)(C)C2 (configuration not stated) | 2 | 0.98
CC(=O)c1c(C)[nH]c(C(=O)OC2CCOC2=O)c1C (configuration not stated) | 6 | 0.94
C=CCc1ccc(OCCOCCN(C)C)c(OC)c1 | 6 | 0.94
CCn1c(SCC(=O)Nc2sc3c(c2C#N)CCC(C(C)(C)C)C3)nnc1-c1ccco1 (configuration not stated) | 10 | 0.9
O=C1c2ccccc2[C@@H]2C[C@@H](O)[C@H](Nc3ccccc3-c3ccccc3)CCN12 | 1 | 0.99
COc1ccc(OC)c(S(=O)(=O)N2CCC(C(=O)NC(C)c3ccccc3)CC2)c1 (configuration not stated) | -3 | 1
COc1ccc(C2=NO[C@@H]3C(=O)N(c4ccc(C)cc4C)C(=O)[C@H]23)cc1OC | -3 | 1
COc1cccc(NC(=O)COC(=O)c2cccnc2)c1 | 10 | 0.9
O=C(Cc1ccccc1[N+](=O)[O-])NCc1ccc(Cl)cc1 | 10 | 0.9
O=S1(=O)N[C@@H](Cc2ccccc2)COc2cc(Br)ccc21 | -7 | 1.1
COc1ccccc1-n1cnnc1SCC(=O)N1CCN(S(=O)(=O)c2ccccc2)CC1 | 5 | 0.95
CCCCOc1ccc(S(N)(=O)=O)cc1 | 2 | 0.98
C/C(=N\OCC(=O)N/N=C/c1ccccc1O)c1cccs1 | -1 | 1
CCCc1nnc(SCC(=O)N2CCCCC2C)n1CCCOC (configuration not stated) | 9 | 0.91
Cc1nc2ccc(CCO)cc2s1 | -9 | 1.1
O=C(Nc1nc2ccc(S(=O)(=O)N3CCCCC3)cc2s1)C1CCCO1 (configuration not stated) | 4 | 0.96
COC(=O)CSc1nnc(CNc2ccc(OC)cc2)n1C | -7 | 1.1
Cc1ccc(/C=C2\Sc3ccccc3C2=O)s1 | 17 | 0.83
COc1ccc(Nc2nc(Cl)nc(NCc3ccco3)n2)c(OC)c1 | 0 | 1
CC(=O)c1cnc(Nc2nc(C)c3cc(C)c(C)cc3n2)nc1C | -5 | 1
COc1cccc(-c2csc(NC(=O)Nc3ccccc3)n2)c1 | -111* | 2.1*
NC(=O)C1CCN(C(=O)CSc2nc3ccccc3[nH]2)CC1 | 1 | 0.99
COc1cccc(Cn2cccc(NC(=O)Nc3ccc(C#N)cc3)c2=O)c1 | 5 | 0.95
CCN1CCCC1CNC(=O)C1c2cc(OC)c(OC)cc2C(=O)N(C)C1c1cccnc1 (configuration not stated) | 8 | 0.92
O=C(CCn1c(=O)[nH]c2ccsc2c1=O)NCCc1ccc(Cl)cc1 | -7 | 1.1
COC(=O)C1=C(N)OC2=C(C(=O)CC(C)(C)C2)C1c1cccnc1 (configuration not stated) | 1 | 0.99
CCOc1ncccc1C(=O)OCC(=O)N1CCN(S(=O)(=O)c2ccc(Cl)cc2)CC1 | 3 | 0.97
O=C(Nc1cc(C(F)(F)F)ccc1N1CCOCC1)c1n[nH]c(=O)c2ccccc12 | 17 | 0.83
CN1C(=O)/C(=C/c2ccccc2OCc2cccc(F)c2)N(C)C1=S | 14 | 0.86
Cc1ccc(C(=O)NCc2ccco2)cc1S(=O)(=O)N1CCOCC1 | -4 | 1
COC(=O)CC(NC(=O)c1ccco1)c1ccc(C(C)C)cc1 (configuration not stated) | -3 | 1
COC(=O)c1c(NC(=O)CSc2nnc(-c3ccco3)n2C)sc(C)c1C | -5 | 1.1
CC(=O)Nc1ccc(S(=O)(=O)Nc2nc3ccccc3nc2Nc2ccc(C(=O)O)c(O)c2)cc1 | 50 | 0.5
CC1CCCC(NC(=S)Nc2cccc(S(=O)(=O)N(C)C)c2)C1C (configuration not stated) | -42 | 1.4
C#CCN1C(=O)C(O)(CC(=O)c2cccc(OC)c2)c2ccccc21 (configuration not stated) | 6 | 0.94
Cc1cc2c(c(=O)o1)C1(C(=O)N(CC(=O)O)c3ccccc31)C(C#N)=C(N)O2 (configuration not stated) | 11 | 0.89
CCn1c(CNc2nc3ccccc3n2C(C)C)nc2ccccc21 | -97* | 2*
CCCCN(CC)c1nc(-c2ccncc2)nc2ccccc12 | 1 | 0.99
CCCOc1ccc(/C(O)=C2/C(=O)C(=O)N(CCCn3ccnc3)C2c2ccco2)cc1 (configuration not stated) | -7 | 1.1
C=CCNC(=O)CN1C2CCCC1CC(NC(=O)c1ccccc1C)C2 (configuration not stated) | 6 | 0.94
O=C(CCC(=O)CCN1CCCCC1)CCN1CCCCC1 | 1 | 0.99
CCCC(=O)Nc1ccc2oc(-c3cccnc3)nc2c1 | -10 | 1.1
O=C(NCCCN1CCCC1=O)c1ccccc1NS(=O)(=O)c1ccc(Br)cc1 | 4 | 0.96
COc1ccc(C(=O)CSc2nnc(CNc3ccc(C)cc3C)o2)cc1 | 22 | 0.78

Reprinted from the part before: 5 compounds, then new ones.
SMILES | IAP activation | IAP activation Fold change
C=CCNC(=O)CN1C2CCCC1CC(NC(=O)c1ccccc1C)C2 (configuration not stated) | 6 | 0.94
O=C(CCC(=O)CCN1CCCCC1)CCN1CCCCC1 | 1 | 0.99
CCCC(=O)Nc1ccc2oc(-c3cccnc3)nc2c1 | -10 | 1.1
O=C(NCCCN1CCCC1=O)c1ccccc1NS(=O)(=O)c1ccc(Br)cc1 | 4 | 0.96
COc1ccc(C(=O)CSc2nnc(CNc3ccc(C)cc3C)o2)cc1 | 22 | 0.78
Clc1ccc(-c2cc3ccccc3[nH]2)cc1 | 4 | 0.96
C=CS(=O)(=O)N(Cc1ccc(Cl)c(Cl)c1)C[C@@H](O)CO | 4 | 0.97
O=C(Nc1ccccn1)NC(C(F)(F)F)C(F)(F)F | 6 | 0.95
COc1ccc2ncn(-c3ccccc3)c2c1 | 1 | 0.99
Cc1ccc(C2c3c(-c4ccccc4O)n[nH]c3C(=O)N2Cc2ccncc2)cc1 (configuration not stated) | -13 | 1.1
CCOc1ccc(CNC(=O)c2cc3oc4ccccc4c3n2C)cc1 | -16 | 1.2
COCCCNC(=O)C[C@H]1C[C@H](C(=O)N2CCOCC2)[C@@]2(CCC3CCCC3)c3[nH]c4ccc(Cl)cc4c3CCN2C1=O | -16 | 1.2
CC(=O)Nc1ccc2[nH]c(C)c(CC=C(Cl)Cl)c(=O)c2c1 | 12 | 0.89
Cc1ccc(S(=O)(=O)N2CCN(S(=O)(=O)N3CCCCC3)CC2)cc1 | 0 | 1
Cn1c(SCC(=O)N2CCc3ccccc3C2)nnc1-c1cccs1 | 3 | 0.97
CN(C)c1nc(Oc2ccc(N)cc2)nc(N(C)C)n1 | 7 | 0.93
COc1ccc(NC2=NCC(=O)N2c2ccccc2F)c(OC)c1 | 7 | 0.93
Cc1ccc(CNC(=O)c2ccc(NC(=O)CCS(=O)(=O)c3cccs3)cc2)cc1 | 2 | 0.98
COc1ccc(N2CCN(CCCNC(=O)Nc3ccccc3)CC2)cc1 | -16 | 1.2
CC1CN(S(=O)(=O)c2cccc(C(=O)NCc3ccc4c(c3)OCO4)c2)CC(C)O1 (configuration not stated) | 2 | 0.98
CCOC(=O)CSC1=C(C#N)C(=O)NC(c2ccc(OC)cc2)S1 (configuration not stated) | 11 | 0.89
O=c1c2ccccc2nc(-c2ccco2)n1-c1nc2ccccc2s1 | -3 | 1
O=C(Nc1ccccc1C(F)(F)F)N1CCCCCC1 | -6 | 1.1
CCC(C)N=Cc1c(NCc2ccco2)nc2c(C)cccn2c1=O (configuration not stated) | 5 | 0.95
COC(=O)CNc1c(-c2ccccn2)nc2ccc(Br)cn12 | 10 | 0.9
CC(Sc1nnc(COc2ccc3ccccc3c2)n1C)C(=O)O (configuration not stated) | -4 | 1
COc1ccc(/C=N/NC(=O)C(Cc2c[nH]c3ccccc23)NC(=O)OCC(C)C)cc1[N+](=O)[O-] (configuration not stated) | -3 | 1
Cc1ccc(SCCC(=O)N2CCC(C)CC2)cc1 | -15 | 1.1
CCCn1nnc(NC(=O)C(c2ccccc2)c2ccccc2)n1 | 2 | 0.98
COc1ccc(NC(=O)Nc2ccc3c(c2)C(=O)N([C@H](C)CO)C[C@H](C)[C@@H](CN(C)C(=O)Nc2ccc4c(c2)OCO4)O3)cc1 | -63 | 1.6
O=c1[nH]c(=S)[nH]c2[nH]c(=S)[nH]c12 | 82 | 0.18
CCOC(=O)C1CCN(Cc2ccc(O)c3ncccc23)CC1 | -1 | 1
CCCc1nnc(NC(=O)CCN2C(=O)c3ccccc3C2=O)s1 | -4 | 1
OCc1nc2ccccc2n1C/C=C/c1ccccc1 | -13 | 1.1
O=C(CCCCn1c(=O)[nH]c2ccccc2c1=O)NCc1ccc2c(c1)OCO2 | 1 | 0.99
CC(C)(C)OC(=O)CC[C@@H](C(=O)NCCCCCCCCCCC(=O)N1CCN(C(=O)OC(C)(C)C)CC1)n1cc(CCCCCNC(=O)OC(C)(C)C)nn1 | -51 | 1.5
CC[C@]12c3[nH]c4ccc(OC)cc4c3CCN1C(=O)C(CC(=O)NCc1cccc(C(F)(F)F)c1)C[C@@H]2C(=O)N1CCN(C(=O)c2ccco2)CC1 (some centres not stated) | 1 | 0.99
Cc1cccc(CN2CCC(CNC(=O)Nc3ccc(F)c(Cl)c3)CC2)c1 | -115* | 2.2*
CCOC(=O)C1CCCN(C(=O)c2cc(Nc3ccc(OC)cc3)nc3ccccc23)C1 (configuration not stated) | 2 | 0.98
COc1ccccc1N1CCN(Cc2nc(N)nc(Nc3ccc(C)cc3)n2)CC1 | 1 | 0.99
CNc1nnc(-c2cc3ccccc3oc2=O)s1 | 66 | 0.34
Cc1ccc2cccc(NC(=O)C(F)(F)F)c2n1 | 7 | 0.93
Cc1ccc(S(=O)(=O)NCC(c2ccccc2)N2CCN(CCC#N)CC2)cc1 (configuration not stated) | 3 | 0.97
O=c1[nH]c2ccccc2n1CCCOc1ccccc1 | -11 | 1.1
CCC(=O)c1ccc(OCC(O)Cn2c(C)nc3ccccc32)cc1 (configuration not stated) | -14 | 1.1
CCCCCc1nc2c(=O)n(C)c3ccccc3c2o1 | -4 | 1
C[C@]12c3[nH]c4ccc(Cl)cc4c3CCN1C(=O)[C@@H](CC(=O)NCC13CC4CC(CC(C4)C1)C3)C[C@@H]2C(=O)N1CCOCC1 | -16 | 1.2
COc1ccc(C(=O)CSc2nnnn2Cc2ccccc2)cc1 | 5 | 0.95
COc1ccc(N2Nc3n[nH]c(N)c3N2)cc1 | 12 | 0.88
O=S(=O)(NCC(O)COCc1ccco1)c1cccs1 (configuration not stated) | 5 | 0.95
Cc1cc(NC(=O)CCC(=O)N(Cc2ccco2)C(C)(C)C(=O)NC2CCCCC2)no1 | -5 | 1.1
CC(=O)Nc1ccc(S(=O)(=O)N2CCC(NC(=O)c3ccco3)CC2)cc1 | -12 | 1.1
Cc1ccc(-c2cccc(OC(=O)c3ccccc3F)c2)cc1 | 8 | 0.92
O=C(N/N=C/c1ccc(OC(=O)c2ccccc2Cl)cc1)c1cc(O)cc(O)c1 | 61 | 0.39
Cc1ccc(NC(=O)NC2(C(=O)NCc3ccccc3)CCCCC2)cc1 | -131* | 2.3*
Next part:
SMILES | IAP activation | IAP activation Fold change
COc1ccc(C(OC(=O)c2ccco2)C(=O)NC2CCCCC2)cc1 (configuration not stated) | 5 | 0.95
CSc1ccc(-c2nc3cnccn3c2Nc2ccc3c(c2)OCO3)cc1 | -10 | 1.1
O=C(O)CN1C(=O)CNC1=O | -6 | 1.1
CC1CC(C)CN(CCCNC(=O)CCNC(=O)Cn2ccc3ccccc3c2=O)C1 (configuration not stated) | -4 | 1
COc1ccccc1[C@H]1C(c2cccc(C)c2)=NN(c2ccccc2)[C@@H]1CO | -70 | 1.7
COc1ccc(Cl)cc1C(=O)NCCN(C)C | 2 | 0.98
Cc1ccc(S(=O)(=O)N2C[C@@H]3[C@H]4CC[C@H](C4)[C@@H]3[C@@H](C)[C@@H]2c2ccn(Cc3ccccc3)c2)cc1 | -15 | 1.1
COc1cc(-c2nnc3n2N=C(c2ccccc2)CS3)cc(OC)c1OC | 0 | 1
O=C(CN1CCN(Cc2ccc3c(c2)OCO3)CC1)Nc1ccc2c(c1)OCO2 | 0 | 1
CCOC(=O)CCc1c(C)nc(SCC(=O)O)c(C#N)c1C | -4 | 1
O=S(=O)(c1ccc(F)cc1)N1CCN(Cc2ccccc2C(F)(F)F)CC1 | 3 | 0.97
COc1nnc(-c2ccc(N3CCCCC3)c(N)c2)c2ccccc12 | 29 | 0.71
O=C(CSc1nc2ccccc2[nH]1)Nc1c(F)cccc1F | 14 | 0.86
COc1ccc(CNC(=O)C[C@H]2C[C@H](C(=O)N3CCCCC3)[C@@]3(CCc4ccccc4)c4[nH]c5cc(-c6ccco6)ccc5c4CCN3C2=O)cc1OC | -21 | 1.2

A run of entries from the list above:
SMILES | IAP activation | IAP activation Fold change
COc1cc(-c2nnc3n2N=C(c2ccccc2)CS3)cc(OC)c1OC | 0 | 1
O=C(CN1CCN(Cc2ccc3c(c2)OCO3)CC1)Nc1ccc2c(c1)OCO2 | 0 | 1
CCOC(=O)CCc1c(C)nc(SCC(=O)O)c(C#N)c1C | -4 | 1
O=S(=O)(c1ccc(F)cc1)N1CCN(Cc2ccccc2C(F)(F)F)CC1 | 3 | 0.97
COc1nnc(-c2ccc(N3CCCCC3)c(N)c2)c2ccccc12 | 29 | 0.71
O=C(CSc1nc2ccccc2[nH]1)Nc1c(F)cccc1F | 14 | 0.86
COc1ccc(CNC(=O)C[C@H]2C[C@H](C(=O)N3CCCCC3)[C@@]3(CCc4ccccc4)c4[nH]c5cc(-c6ccco6)ccc5c4CCN3C2=O)cc1OC | -21 | 1.2

These rows are one share of the data (hit frequency here may not be typical).
